IDE act = activators of human insulin-degrading enzyme in cells; HEK cells, FAbeta-B cleavage, fluorescence polarization; 0% vehicle, 100% cell-free pure enzyme wells; activation, % at 5.96 µM; 0.073% of 340,000 active; AID 493087;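 active = activation above the mean of all tested compounds plus 3 SD, set per screening campaign, cut at about 17% in these data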
PHOSPHO1 block = blocks human PHOSPHO1 phosphatase activity; Q8TCT1; recombinant PHOSPHO1, absorbance phosphatase assay; inhibition, % at 13.3 µM; 1.1% of 290,000 active; AID 1565; in the data active = inhibition above about 60%
CHRM4 PAM = potentiates acetylcholine response at human M4 receptor. P08173. activation, % at 3 µM. 0.4% of 360,000 active. CHO-K1 hM4/Gqi5, Fluo-8 calcium fluorescence, ACh EC20; 0% = ACh EC20, 100% = maximal ACh;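 active = activation above its plate's cutoff, the mean activation of sample wells plus 3 SD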; note: some results filed as inactive read as strong as hits
MEKK3 PB1 HTS = MEKK3-MEK5 PB1 interaction, increase or decrease. Q99759. 1.4% of 290,000 active. bead-based flow cytometry, Alexa488-MEK5 binding to MEKK3; actives lie on both sides; 0 = blocked by unlabeled MEK5, 100 = vehicle. binding response (% of control), % at 10 µM;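 active = binding response more than 3 SD above or below the average of its plate-row segment, actives on both sides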;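 note: Alexa488 bead fluorescence after subtracting the streptavidin-only scavenger bead signal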
Target sequence (Q99759 whole entry, looked up): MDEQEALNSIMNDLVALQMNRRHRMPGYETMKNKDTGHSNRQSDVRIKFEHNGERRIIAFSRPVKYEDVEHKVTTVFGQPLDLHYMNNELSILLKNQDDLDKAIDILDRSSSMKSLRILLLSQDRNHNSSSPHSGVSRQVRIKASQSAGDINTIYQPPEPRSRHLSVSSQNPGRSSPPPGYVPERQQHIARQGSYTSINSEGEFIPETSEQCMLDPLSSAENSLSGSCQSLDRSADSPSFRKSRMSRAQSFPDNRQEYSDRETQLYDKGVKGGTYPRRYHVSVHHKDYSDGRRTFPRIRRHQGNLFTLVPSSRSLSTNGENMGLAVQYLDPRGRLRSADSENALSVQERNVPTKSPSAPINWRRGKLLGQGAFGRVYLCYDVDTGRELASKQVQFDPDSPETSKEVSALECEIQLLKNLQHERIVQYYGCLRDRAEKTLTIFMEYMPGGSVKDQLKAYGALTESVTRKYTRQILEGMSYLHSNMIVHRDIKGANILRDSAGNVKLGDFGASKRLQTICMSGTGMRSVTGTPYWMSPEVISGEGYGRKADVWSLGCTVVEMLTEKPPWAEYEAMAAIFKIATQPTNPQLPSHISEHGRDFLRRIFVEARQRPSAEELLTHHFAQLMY
IDE cell inh = inhibits human insulin-degrading enzyme in HEK cells; P14735; FAbetaB cleavage, fluorescence polarization; 0.41% of 320,000 active; inhibition, % at 5.59 µM;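 active = percent inhibition above the average of all tested compounds plus 3 SD, set per screening campaign, cut at about 16% in these data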;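 note: IDE supplied by intact live HEK cells; FP after avidin binding of uncleaved biotin substrate so inhibition keeps polarization high; 0% = DMSO wells and 100% = 60 µM reference IDE inhibitor Ii1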
p-CIP stab down = lowers stability of the mouse p/CIP coactivator protein; 0.01% of 290,000 active; F442A p/CIP-EGFP cells, EGFP fluorescence, 16 h; decrease of EGFP signal, % at 10 µM;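 active = EGFP signal decrease of at least 30% at 10 µM or well 3 SD below plate mean, unless failing retest; inactive = the rest, including hits failing retest or dose response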; note: some compounds called inactive have numbers as strong as hits; many of its hits are not listed in these tables
CRFR2-BP antag = CRF-BP/CRF-R2 complex antagonism; inhibition, % at 11.8 µM; HEK293 CRF-R2/CRF-BP, CRF-induced calcium fluorescence; AID 588475; 0.59% of 350,000 active;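 active = inhibition of the ligand-induced calcium signal above about 50% at the single tested concentration, limit read from the data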
CRFBP-R2 agonist = agonists of human CRF-binding protein/CRF-R2 receptor complex; HEK293 CRF-R2/CRF-BP, calcium dye fluorescence (FLIPR); percent of saturating CRF peptide response; activation, % at 13.2 µM; 0.46% of 350,000 active;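 active = activation of at least 50%, plus an integration ratio under a set limit after plate pattern correction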;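 note: plate controls were neutral control wells without compound for no effect and CRF at EC100 for full effect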
GalR3 antagonist = antagonists of human GalR3; inhibition, % at 3 µM; AID 651719; 0.44% of 360,000 active; HEK293 GalR3-CNG cAMP membrane potential fluorescence; galR3 body fused to GalR1 C-terminus;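 active = inhibition above the screen-wide average plus 3 SD, cut at about 13% in these data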;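 note: forskolin and galanin both at EC90 stimulate the cells; cAMP rise reported by CNG channel membrane potential dye signal; 0% = forskolin plus galanin with DMSO and 100% = forskolin alone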
Target sequence (O60755 1-299 limits assumed): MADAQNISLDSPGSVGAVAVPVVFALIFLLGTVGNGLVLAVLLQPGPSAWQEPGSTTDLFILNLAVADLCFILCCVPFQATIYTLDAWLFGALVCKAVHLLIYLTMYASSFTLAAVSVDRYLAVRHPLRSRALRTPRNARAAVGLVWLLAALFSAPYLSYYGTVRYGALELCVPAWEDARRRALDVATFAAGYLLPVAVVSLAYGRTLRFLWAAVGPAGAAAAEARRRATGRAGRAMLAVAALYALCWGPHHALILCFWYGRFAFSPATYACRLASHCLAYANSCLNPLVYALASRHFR
* hit, by the source's call; x = no result given; & = joins results of further samples.

Molecule	IDE act	PHOSPHO1 block	CHRM4 PAM	MEKK3 PB1 HTS	IDE cell inh	p-CIP stab down	CRFR2-BP antag	CRFBP-R2 agonist	GalR3 antagonist
COc1cc(Cl)c(C)cc1NC(=O)c1ccc(NS(=O)(=O)c2ccc(F)c(F)c2)cc1	7	47	20*	95	-3	-10	-6	-0.5	-3
CCC1CCCCN1C(=O)COC(=O)c1cc2ccccc2cc1O (stereo unspecified)	-2	-1	-13	106	3	-5	10	-0.2	-4
Cc1nn(-c2ccccc2)c(C)c1C(=O)OCC(=O)NC12CC3CC(CC(C3)C1)C2	1	-4	-8	89	6	-5	16	-3.2	x
CCOc1ccc(S(=O)(=O)NCC(c2ccc3c(c2)OCO3)N2CCN(C)CC2)cc1 (stereo unspecified)	2	x	3	x	15	x	-4	4.1	-5
O=C(NS(=O)(=O)N1CCOCC1)C1=C(N2CCCC2)COC1=O	2	x	12	x	2	x	0	-0.2	-5
CCc1oc(C(=O)OC)cc1CSC(=N)N	4	4	-8	96	2	-14	12	0.9	-5
COc1cccc(CNC(=O)C2CC(=O)N(C3CCCCCCC3)C2)c1 (stereo unspecified)	6	18	-1	99	-1	-9	-6	-0.2	2
O=c1[nH]n2c(C(F)(F)F)cc(C3CC3)nc2c1N=Nc1ccccc1	3	-17	-1	94	-2	3	-1	-1.9	-1
O=C(COC(=O)c1ccc(O)cc1O)Nc1ccc(Cl)cn1	0	18	1	102	4	-12	11	-4.3	4
COc1ccc(S(=O)(=O)Nc2ccc(S(=O)(=O)N3CCCC3)cc2)cc1	-1	-5	0	107	-2	1	-1	0.3	0
S=C(Nc1ccc2nc(-c3ccccn3)c(-c3ccccn3)nc2c1)N1CCCCCC1	6	-97	-2	102	0	-2	-11	24	4
OCc1ccc(-c2ccccc2)c(-c2ccccc2)c1	x	x	4	x	2	x	4	-1.0	-5
Cc1cc(Br)ccc1NC(=O)CNC(=O)c1ccc(-n2cncn2)c([N+](=O)[O-])c1	0	x	8	x	-1	x	22	-0.5	1
O=C(Nc1cccc(-n2cnnn2)c1)c1ccc(Cl)cc1Cl	-1	14	0	106	-1	-9	9	-1.1	-5
Cn1c(CNc2nc3ccccc3n2CCN2CCCCC2)nc2ccccc21	4	29	-5	103	-4	-2	-16	-0.3	-1
CCS(=O)(=O)c1ccc(O)c(NC(=O)COc2ccc(OC)cc2)c1	2	11	3	90	2	-4	4	-1.3	-2
Cc1ccc(S(=O)(=O)Nc2cccc(N(C)S(C)(=O)=O)c2)cc1[N+](=O)[O-]	1	23	-7	93	6	-12	-13	-1.2	-6
CCC(Sc1nc2ccccc2c(=O)[nH]1)C(=O)O (stereo unspecified)	5	0	2	96	2	-16	8	-2.3	-4
O=C(Cn1ncc2c3ccccc3n(Cc3ccccc3F)c2c1=O)NCC1CCCO1 (stereo unspecified)	2	10	2	102	-1	-2	-51	-3.7	-7
Cc1cc(C)c(C#N)c(SCCN2CCOCC2)n1	3	16	-2	100	-1	-1	-16	-0.6	-1
Cc1cc(C)nc(NC(=O)c2cccc(Br)c2)n1	6	45	-6	107	3	-7	-3	-0.1	2
O=C(Nc1ccc2c(c1)oc1ccccc12)N1CCOCC1	1	9	8	106	0	-4	-7	-2.2	-3
O=C(Nc1cc(Oc2ccc(Cl)cc2)cc([N+](=O)[O-])c1)c1ccco1	8	-7	0	104	-5	-6	-22	-5.8	-2
CCN(CC)C(=O)c1cc2c(=O)n3cccc(C)c3nc2s1	0	9	0	103	-8	1	14	-0.6	-9
CC1=C(CC/C(C)=N/NC(N)=S)C(C)(C)CCC1	4	6	-6	104	1	-8	-6	-1.4	-6
CN(C(=O)c1cnccn1)c1c(N)n(Cc2ccccc2)c(=O)[nH]c1=O	2	x	5	x	-2	x	-3	-0.5	-4
COc1cc2ccccc2ccc1=NO	-2	x	-2	x	x	x	-15	1.1	-6
CCN1CCN(c2ncnc3c2cnn3-c2ccc(C)cc2C)CC1	5	8	6	101	1	-11	-17	2.4	0
COc1ccc(CNC(=S)Nc2ccc(Br)cc2)cc1	1	x	-9	99	0	12	12	0.9	-12
CCCCS(=O)(=O)Nc1ccc(C(=O)NCC2CCCO2)cc1 (stereo unspecified)	-2	9	0	105	5	-6	4	-0.9	-10

Single records, from the list above.
COc1cc(Cl)c(C)cc1NC(=O)c1ccc(NS(=O)(=O)c2ccc(F)c(F)c2)cc1 across the screens: IDE act: 7; PHOSPHO1 block: 47; CHRM4 PAM: 20*; MEKK3 PB1 HTS: 95; IDE cell inh: -3; p-CIP stab down: -10; CRFR2-BP antag: -6; CRFBP-R2 agonist: -0.5; GalR3 antagonist: -3
Cc1cc(C)nc(NC(=O)c2cccc(Br)c2)n1 across the screens: IDE act: 6; PHOSPHO1 block: 45; CHRM4 PAM: -6; MEKK3 PB1 HTS: 107; IDE cell inh: 3; p-CIP stab down: -7; CRFR2-BP antag: -3; CRFBP-R2 agonist: -0.1; GalR3 antagonist: 2

Following part.
Molecule	IDE act	PHOSPHO1 block	CHRM4 PAM	MEKK3 PB1 HTS	IDE cell inh	p-CIP stab down	CRFR2-BP antag	CRFBP-R2 agonist	GalR3 antagonist
CN(CC(=O)Nc1ccc(Cl)cc1)C(=O)c1ccc(NS(=O)(=O)c2ccc3[nH]c(=O)[nH]c3c2)cc1	5	x	11	x	2	x	12	0.1	-3
COc1cc(CN2CC(=O)N(c3cccc(Cl)c3C)C2=S)cc(OC)c1OC	1	7	-2	101	6	4	5	-0.2	-10
O=C(CCNC(=O)c1ccccc1Cl)Nc1cccc(S(=O)(=O)N2CCOCC2)c1	2	x	12	x	-2	x	1	1.3	-6
NNC(=O)CC12CC3CC(C1)CC(n1ncnn1)(C3)C2	1	26	14	95	1	-14	17	0.3	0
Cc1ccc(NC(=O)N2CCCC2C(=O)NCc2ccccc2Cl)cc1 (stereo unspecified)	2	30	0	107	-1	9	5	-2.3	-12
S=c1[nH]nc(-c2n[nH]c3c2CCC3)n1/N=C/C=C/c1ccco1	x	-36	-2	93	-1	1	16	-6.3	-4
CCCCNC(=O)CC1N=C2c3ccccc3N=C(SCC(=O)Nc3cccc(C)c3)N2C1=O (stereo unspecified)	-2	27	0	99	9	0	3	0.5	-2
CCOc1ccc(NC(=O)COC(=O)Cc2ccsc2)cc1	3	x	8	x	-3	x	16	-3.6	-3
COc1cccc2c1OCC(C(=O)NCc1ccc(Cl)cc1Cl)=C2	6	-11	4	102	5	-8	-21	0.3	-5
COc1ccc(CNC(=O)CCS(=O)(=O)c2ccc3c(c2)CCN3C(C)=O)cc1	1	18	4	101	7	4	3	-0.4	3
Cc1cc(NC(=O)C2C3C(=O)N(CCC(C)C)C(C(=O)NCc4ccccc4)C34C=CC2(C)O4)no1 (stereo unspecified)	1	40	-4	105	-2	-2	2	0.6	-2
C/C(=N\NC(=O)c1n[nH]c2c1CCC2)c1cccs1	4	-5	-11	106	-4	-2	-5	-1.0	1
Cc1ccc(C2c3[nH]c4ccccc4c3C[C@H]3C(=O)N(c4ccccc4C(=O)NCCCN4CCOCC4)C(=O)N23)cc1 (stereo partly specified)	1	49	-7	103	5	-4	-19	6.0	0
CCOC(=O)N1CCN(C(=O)c2cc3c(=O)n4ccccc4nc3s2)CC1	0	52	-3	104	-1	0	6	-1.1	-2
COC(=O)c1c(-c2ccccc2)c[nH]c1C	0	8	6	94	-2	4	29	-2.2	4
COc1ccc(C(=O)CSc2nc3nn(-c4ccccc4)c(=O)c-3c3n2CCCCC3)c(OC)c1	x	x	2	x	x	x	24	-1.1	-4
Cc1cccn2c(=O)c(C=O)c(N3CCN(C)CC3)nc12	3	8	-4	105	-1	-8	13	2.3	-7
C/C(CCC(=O)OC[C@H]1O[C@H](C#Cc2ccccc2)C=C[C@@H]1Oc1ccc(C)cc1)=N\OC[C@@H](O)[C@H]1O[C@@H]2OC(C)(C)O[C@@H]2[C@H]1O	x	1	x	99	-5	1	x	x	x
CCCCc1n(CC(=O)c2ccc(Cl)cc2)c2ccccc2[n+]1C	-2	-5	-7	98	0	7	-6	-1.7	-1
Cc1cccc(N2C(=O)C(O)=C(C(=O)c3cccs3)C2c2ccc(C(C)C)cc2)n1 (stereo unspecified)	1	20	-5	100	8	-7	-1	62*	1
O=c1c2cc(Br)ccc2nc2n1CCCCC2	0	28	-12	104	6	5	18	-2.4	x
CCOCCCN(C(=O)c1snc(C(N)=O)c1N)C(C(=O)NC1CCCC1)c1ccc(F)cc1 (stereo unspecified)	-5	10	-2	102	4	3	-11	-1.4	-7
CCOCCCN1CC(C(=O)NCCc2ccccc2)CC1=O (stereo unspecified)	1	24	0	107	5	1	9	0.3	-1
CC(C)NC(=O)CCNC(=O)c1ccc(F)cc1	1	x	2	53	-3	x	-16	-2.0	-4
OCC1(Cc2ccccc2Cl)CCN(C/C=C/c2ccccc2)CC1	9	36	-45	98	-7	-1	-10	1.1	-4
N#CC1=C2SCN(c3ccccc3)CN2C(=O)CC1c1ccccc1Cl (stereo unspecified)	-12	86*	1	98	4	0	-12	-1.9	x
CC1=C(C(=O)OCc2ccccc2)C(c2ccc(Cl)cc2)NC(=O)N1CCCCCC(=O)O (stereo unspecified)	4	4	13	109	-3	5	-3	-1.2	-1
O=C(CC(=O)N/N=C/c1ccc(Cl)cc1Cl)NCc1ccccc1	1	32	2	x	7	-10	8	1.2	-1
CC1=CC(=O)C=CC1(C)C(Cl)(Cl)Cl (stereo unspecified)	1	32	9	102	-3	3	-33	1.3	-1
COc1cc(NS(=O)(=O)c2ccc(NC(=O)/C(=C/c3ccccc3Cl)NC(=O)c3ccccc3)cc2)nc(OC)n1	0	-7	10	94	6	-5	19	0.6	-10
COc1ccc(/C=C/C(=O)C2CC2)cc1Cn1nc(C)c([N+](=O)[O-])c1C	-3	-20	-12	94	10	-1	31	0.3	-3
NS(=O)(=O)c1ccc(NC(=O)c2ccc(COc3ccccc3)o2)cc1	2	12	-7	107	3	-9	-5	1.0	4
CCN(Cc1ccccc1)Cc1nnnn1Cc1ccccc1	-1	29	-6	102	0	14	15	-1.0	-6
CC1CCCCN1CCNC(=O)C1CCN(S(=O)(=O)c2cccc3cccnc23)CC1 (stereo unspecified)	3	18	-6	113	5	-9	2	2.8	-1
CCOC(=O)C1=C(C)NC(=O)C(C#N)C1c1ccco1 (stereo unspecified)	2	35	4	87	2	4	9	-3.8	-7
O=C(CCC(=O)Nc1ccc(F)cc1)N/N=C/c1cccnc1	2	32	2	101	-7	-7	-5	0.0	-7
COc1cc(-c2cc(-c3ccc(F)cc3)nc(N)c2C#N)ccc1O	3	26	-7	100	3	-2	10	-0.5	-4
CCN(C(=O)CSc1nc(N)cc(=O)[nH]1)c1c(N)n(Cc2ccccc2)c(=O)[nH]c1=O	-1	x	3	x	0	x	11	-0.8	-1
COc1ccc(C(=O)n2cnc3ccccc32)cc1[N+](=O)[O-]	1	29	-2	106	-9	-8	15	-2.4	-4
COc1ccc2cc3[n+](cc2c1OC)CCc1cc2c(cc1-3)OCO2	7&4	-9	-14&8	107	-1&-2	3	16&-1	3.6&0.4	2&-5
O=C(CCC(=O)N1CCN(c2ccc(C(F)(F)F)cn2)CC1)c1cccs1	-9	x	9	x	8	x	10	-1.4	-5
Cc1cnc(NC(=O)CCCc2nc3ccccc3s2)s1	0	35	-1	110	7	-51	9	2.0	-1
O=S(=O)(c1ccccc1)N1CCN(Cc2cccc(Br)c2)CC1	x	x	-6	x	-5	x	17	1.2	-2
COc1cccc(-c2ncc3ccccc3c2COC(=O)CCC(=O)O)c1	-4	x	-1	x	1	x	1	-0.5	7
CC(C)c1ccc(NC(=O)c2cc(Br)ccc2Br)cc1	3	-20	-17	95	-2	-12	-3	0.2	-7
